High-throughput results (PubChem)
MBNL1 CUG block = qHTS Assay for Inhibitors of MBNL1-poly(CUG) RNA binding | Potency, µM (titrated, usually from 57.5 µM), for inactives: top-dose activity change, negative = inhibition, actives largely listed as inhibitors | AID 2675, 2010 | 0.036% of 280,000 active | TR-FRET MBNL1-His/biotin-(CUG)12 binding, 665/545 ratio; active = well fitted inhibition curve with a large enough effect in the signal ratio, with a control signal flat, not every such curve was filed as active; inconclusive = small, poorly fitted or top-dose-only effect, or effect the other way, or a change in a side signal; inactive = no such curve, though single readings can be large or run the other way; the % refers to the signal ratio; also: % is scaled to controls: 0 for no effect and ±100 for the full control effect
Target sequence (Q9NR56 whole entry, looked up): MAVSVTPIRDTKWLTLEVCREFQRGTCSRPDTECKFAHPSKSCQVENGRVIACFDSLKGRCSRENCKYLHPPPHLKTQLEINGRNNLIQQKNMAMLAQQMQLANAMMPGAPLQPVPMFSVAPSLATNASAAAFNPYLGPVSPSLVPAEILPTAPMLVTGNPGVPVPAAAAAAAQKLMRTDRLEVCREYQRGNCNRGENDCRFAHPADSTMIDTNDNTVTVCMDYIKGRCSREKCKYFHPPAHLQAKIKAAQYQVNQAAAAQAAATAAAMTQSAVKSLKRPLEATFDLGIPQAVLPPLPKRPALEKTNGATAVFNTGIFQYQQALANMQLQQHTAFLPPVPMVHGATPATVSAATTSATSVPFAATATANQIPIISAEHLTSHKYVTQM
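MBNL1-His + Biotin-(CUG)12, cpd titration 92 nM–58 uM; Tb anti-His Ab 0.055 ng/ul, SA-XL665 5 nM (final); 60 min RT; ratiometric 665/545 nm, Ex 340 nm; normalized to buffer and full-complex controls.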
FLuc counter = qHTS profiling assay for firefly luciferase inhibitor/activator using purifed enzyme and Km concentrations of substrates (counterscreen for miR-21 project); Luciferin 4-monooxygenase (Photinus pyralis), P08659; purified FLuc, Km substrates, luminescence inhibition; Potency, µM (doses to about 57.5 µM), for inactives: at the top dose activity change, negative = inhibition, actives largely listed as inhibitors; 6.9% of 360,000 active; AID 588342, 2011;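 also: plate controls were vehicle for no effect and reference inhibitor for full effect; nearly all actives have a fitted effect of over 55% in size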
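Biochemical qHTS of compounds, final roughly 60 µM downward over six points, against 10 nM purified firefly luciferase using Km concentrations of substrates (10 uM D-luciferin, 10 uM ATP) in Tris acetate pH 7.5 buffer; luminescence output.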
p53 reactivator = qHTS assay for re-activators of p53 using a Luc reporter; H1299 p53-A138V BP100-luciferase reporter, luminescence, 24 h; Potency, µM (highest dose often 92.2 µM), without a hit: top-dose activity change, positive = activation, hits mostly activators; 0.063% of 320,000 active; AID 504706, 2011; also: % of control where 0% means no effect; nearly all actives have a fitted effect of over 45% in size
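H1299 (p53-null), stable ts p53-A138V + BP100-Luc; 1000 cells/well, Opti-MEM/10% FBS; cpd 4 pt, 1:5; 24 h, 37 deg C, 5% CO2; detection reagent 10 min RT; luminescence.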
uPA surface inh = qHTS for Inhibitors of Cell Surface uPA Generation. Potency, µM (titrated, usually from 38.3 µM), for inactives: at the highest dose activity change, negative = inhibition, actives largely listed as inhibitors. cell surface uPA generation assay, qHTS. AID 540303, 2011. 0.31% of 330,000 active; active = well fitted inhibition curve with a large enough effect; inconclusive = small, poorly fitted or top-dose-only effect; inactive = no such curve, though single readings can be large or run the other way; tested in mouse RAW 264.7 cells; also: % is scaled to controls: 0 for no effect and ±100 for the full control effect; nearly all actives have a fitted effect of over 55% in size
MLL CXXC-DNA inh = qHTS Fluorescence Polarization Assay for Inhibitors of MLL CXXC domain - DNA interaction; Histone-lysine N-methyltransferase 2A (Homo sapiens), Q03164; MLL-CXXC / FITC-HOXA9 DNA fluorescence polarization; Potency, µM (top dose mostly 115 µM), without a hit: at the highest dose activity change, negative = inhibition, most hits filed as inhibitors; 0.037% of 290,000 active; AID 2662, 2010; active = well fitted inhibition curve with a large enough effect in the polarisation, with a control signal flat, not every such curve was filed as active; inconclusive = small, poorly fitted or top-dose-only effect, or effect the other way, or a change in a side signal; inactive = no such curve, though single readings can be large or run the other way; the % refers to the polarisation
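Purified MLL-CXXC (added from a 7 uM solution) was preincubated 5 min at ambient with pinned compounds in 50 mM Tris-HCl pH 7.5, 50 mM NaCl, 1 mM DTT, 0.05% BSA. Fluorescein-labeled HOX-A9 DNA (50 nM solution) followed, 30 min, then polarization read.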
VP16 counter = VP16 counterscreen qHTS for inhibitors of ROR gamma transcriptional activity. Drosophila S2 Gal4-VP16 UAS-luciferase, luminescence, 20 h. Potency, µM (doses to about 53.6 µM), without a hit: at the top dose activity, negative = inhibition, usual class: inhibitors. 3.5% of 310,000 active;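 also: Gal4-VP16 expression switched on by copper sulfate through the metallothionein promoter; % is scaled to controls: 0 for no effect and ±100 for the full control effect; nearly all actives have a fitted effect of over 50% in size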
ELG1 genotoxic = qHTS screen for small molecules that induce genotoxicity in human embryonic kidney (HEK293T) cells expressing luciferase-tagged ELG1. HEK293T ELG1-luciferase reporter, luminescence, 16 h. Potency, µM (series often up to 46 µM), for inactives: at the highest dose activity change, positive = activation, hits mostly activators. 1.3% of 330,000 active. AID 504466, 2011; also: % of control where 0% means no effect; nearly all actives have a fitted effect of over 60% in size
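Quantitative HTS format in 1536-well plates. HEK293T ELG1-luciferase reporter cells receive test compound and are incubated 16 hr at 37 °C, 5% CO2; ONE-Glo added, 30 min room temperature, then luminescence read.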
NPC1 prom act = qHTS Assay for NPC1 Promoter Activators. Huh7 NPC1 promoter luciferase reporter, 24 h. Potency, µM (highest dose often 9.22 µM), inactives show at the highest dose activation, usual class: activators. 2.4% of 320,000 active;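 also: % of control where 0% means no effect; nearly all actives have a fitted effect of over 60% in size; reporter is driven by a mutant NPC1 promoter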
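Cells: Huh7 expressing luciferase under the NPC1 promoter, 1500/well. Seeded 2 h, compound added, incubated 24 h at 37 °C. Luciferase reagent, 10 min ambient, then luminescence.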
BRCA1 expr up = qHTS Assay to Identify Small Molecule Activators of BRCA1 Expression. Potency, µM (doses to about 46.1 µM), inactives show at the highest dose activation, most hits filed as activators. AID 624202, 2012. 1.1% of 380,000 active. MCF7-BRCA1-FFLuc reporter, luminescence, 48 h; response scale: scaled: vehicle 0%, 10 µM genistein 100%; also: nearly all actives have a fitted effect of over 80% in size; some results filed as inactive show a strong effect at the top dose
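Activators of BRCA1 expression were detected as increased firefly luciferase luminescence in engineered MCF7 cells after 48 h compound incubation. Signals were scaled to genistein 10 microM as full activation.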
RORgamma inh = qHTS for inhibitors of ROR gamma transcriptional activity. 5.4% of 310,000 active. Potency, µM (top dose mostly 53.6 µM), for inactives: at the highest dose activity change, negative = inhibition, most hits filed as inhibitors. AID 2551, 2010. Drosophila S2 Gal4-RORgamma UAS-luciferase reporter, 20 h; also: % is scaled to controls: 0 for no effect and ±100 for the full control effect; nearly all actives have a fitted effect of over 60% in size
Target sequence (P51450 whole entry, looked up, the tested form may be a part): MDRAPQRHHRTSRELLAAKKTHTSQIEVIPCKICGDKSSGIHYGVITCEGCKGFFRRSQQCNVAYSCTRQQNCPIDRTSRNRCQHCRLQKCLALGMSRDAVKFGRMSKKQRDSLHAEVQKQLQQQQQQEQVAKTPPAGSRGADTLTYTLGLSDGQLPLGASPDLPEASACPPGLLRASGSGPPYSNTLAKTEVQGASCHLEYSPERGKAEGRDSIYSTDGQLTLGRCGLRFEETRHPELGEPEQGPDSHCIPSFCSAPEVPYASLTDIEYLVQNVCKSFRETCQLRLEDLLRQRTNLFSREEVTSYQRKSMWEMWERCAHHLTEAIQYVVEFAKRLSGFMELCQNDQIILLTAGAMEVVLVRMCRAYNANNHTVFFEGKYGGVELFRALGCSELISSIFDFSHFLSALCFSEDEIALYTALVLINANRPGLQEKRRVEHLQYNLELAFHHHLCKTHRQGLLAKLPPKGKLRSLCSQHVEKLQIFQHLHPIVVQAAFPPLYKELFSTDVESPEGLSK
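ROR gamma transcriptional activity was tracked as Gal4-UAS luciferase output in stably transfected Drosophila Schneider cells, with compound added 1 hr before 700 uM copper sulfate induction and a 20 hr ambient-temperature incubation.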
Rab9 promoter act = qHTS Assay for Rab9 Promoter Activators; Huh7 Rab9 promoter-luciferase reporter, luminescence, 24 h; Potency, µM (top dose mostly 9.22 µM), for inactives: at the highest dose activation, negative = inhibition, most hits filed as activators; 2.8% of 320,000 active; AID 485297, 2010; also: % of control where 0% means no effect; nearly all actives have a fitted effect of over 60% in size
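Measured in stably transfected Huh7 cells bearing a Rab9 promoter–luciferase construct: 24 h compound treatment at 37 °C, followed by luminescence detection.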
* marks the source's active call; other numbers are inactive results; u = inconclusive; x = no result given; & = joins results of further samples; [ ] = dose if it differs, or a comment. Unless noted, calls follow the shape of the dose curve; as a rule, active = well fitted curve in the direction sought with a large enough effect; inconclusive = small, poorly fitted or top-dose-only effect, or another doubt; inactive = no such curve, though single readings can be large; an effect the other way counts as inactive or inconclusive. Potency is read from the fitted curve at half-maximal effect. A portion of the library, so the mix of outcomes need not match the whole.

SMILES	MBNL1 CUG block	FLuc counter	p53 reactivator	uPA surface inh	MLL CXXC-DNA inh	VP16 counter	ELG1 genotoxic	NPC1 prom act	BRCA1 expr up	RORgamma inh	Rab9 promoter act
O=C(NC12CC3CC(CC(C3)C1)C2)c1cc([N+](=O)[O-])ccc1Cl	u	0%	22%	u	-3%	-8%	-9%	0%	-20%	-13%[1.91 µM]	2%
COC(=O)[C@@]1(Cc2ccc(OC)cc2)[C@H]2c3cc(C(=O)N(C)C)n(C[C@H](O)CO)c3C[C@H]2CN1C(=O)c1ccccc1	-7%	1%	-3%	7%	-1%	-3%&9%	5%	-1%	78%	3%&-1%	2%
CCCCn1c(N)c(N(CCOC)C(=O)CSCc2cccc(C)c2)c(=O)[nH]c1=O	x	1%	0%	1%	x	x	-1%	0%	-14%	x	0%
Cc1ccnc(N2CCC(C(=O)Nc3ccc(Oc4ccccc4)cc3)CC2)n1	-7%	3%	13%	4%	3%	-1%	0%	-3%	15%	23%	-1%
COc1ccc(C(C)(C)C)cc1NC(=O)CSc1ncn[nH]1	x	u	-4%	1%	x	x	2%	-1%	13%	x	0%
COc1cccc(NC(=O)COc2cccc(-n3cnnn3)c2)c1	-9%	u	-3%	3%	-3%	-1%	-3%	-7%	-18%	-2%	-4%
CCN(c1cccc(C)c1)S(=O)(=O)c1ccc2c(c1)oc(=O)n2C	-7%	-3%	-4%	2%	-3%	7%	0%	-4%	-72%	-3%	-6%[1.84 µM]
Cc1ccc(C(C)C)c(OCc2ccc(C(=O)N/N=C/c3ccc(O)c(O)c3)cc2)c1	x	-13%	-5%	-11%	-5%	35µM*	u	-3%	-93%[inhibitor]	u	8%
CC(=O)Nc1ccc(S(=O)(=O)NCCc2ccccn2)cc1	-4%	-2%	-1%	-2%	-9%	4%	0%	-2%	-28%	14%	u
Cc1ccc(N2C(=O)c3ccccc3C2Nc2ccc(S(=O)(=O)N3CCCCC3)cc2)nc1 (configuration not stated)	-8%	1%	2%	9%	12%	1%	3%	-3%	-7%	7%	10%
COc1ccc(NC(=O)/C(=C\c2ccc3c(c2)OCO3)NC(C)=O)cc1	41%[activator]	2%	u	4%	20%	-1%	-3%	4%	4%	22%	12%
Cc1ccc(S(=O)(=O)N(c2cccc(C(F)(F)F)c2)C2C=CS(=O)(=O)C2)cc1 (configuration not stated)	12%	5%	-4%	-4%	-2%	-1%	2%	1%	-30%	-11%	-4%
COc1ccc(-c2nnc(SCC(=O)NCCc3ccc(S(N)(=O)=O)cc3)o2)cc1OC	x	1%	-4%	-19%	-2%	4%	0%	-2%	0%	-1%	-5%
CC(=O)Oc1cc2c(C(C)=O)coc2c2ccccc12	2%	0%	27%	5%	4%	-2%	7%	10%	45%	27%	2%
COc1ccc(CC(=O)N/N=C(\C)CC(=O)NCc2ccco2)cc1OC	-6%	0%	-2%	3%	5%	2%	0%	-6%	-4%	0%	-4%
O=[N+]([O-])c1cc(/C=N/O)ccc1SCc1ccccc1	15%	3%	-2%	-2%	14%	12%	12%	-2%	60%	-9%	1%
Cn1nc(C(=O)N2CCCCC2)c2c1-c1ccccc1S(=O)(=O)C2	-5%	2%	24%	-1%	12%	-2%	-1%	-4%	0%	19%	-2%
O=C(CSc1n[nH]c(-c2ccncc2)n1)NC1CCS(=O)(=O)C1 (configuration not stated)	7.9µM*	-4%	-3%	0%	-4%	-3%	-9%	7%	-10%	12%	-5%
S=C(NCCN1CCOCC1)Nc1ccc(Nc2ccccc2)cc1	3%	0%	-1%	-2%	2%	-7%	-9%	-7%	8%	u	2%
O=C(Nc1cccc(C(F)(F)F)c1)C(=O)N1CCCCC1	-3%	-18%	7%	-10%	0%	-1%	18%	19%	u	20%	u
CCOC(=O)Cc1cc(=O)n(-c2nc3ccccc3s2)[nH]1	7%	24µM*	10%	3%	-6%	4%	2%	-4%	0%	-21%	6%
COCCC(=O)N1CCC(Oc2ccc(C(=O)N3CCCCC3COC)cc2)CC1 (configuration not stated)	-3%	0%	19%	7%	13%	-2%	-1%	-1%	-38%	-8%	-3%
Nc1c(C(=O)O)ccc2c1C(=O)c1ccccc1C2=O	u	19µM*	-2%	-4%	u	-7%	1%	1%	30%	-13%	-5%
COc1ccc(NC2=NCC(=O)N2Cc2cccs2)cc1	-1%	5%	-3%	10%	0%	-4%	2%	-5%	35%	1%	0%

Just uPA surface inh, for 4 of the compounds above:
molecule	uPA surface inh
O=C(Nc1cccc(C(F)(F)F)c1)C(=O)N1CCCCC1	-10%
CCOC(=O)Cc1cc(=O)n(-c2nc3ccccc3s2)[nH]1	3%
COCCC(=O)N1CCC(Oc2ccc(C(=O)N3CCCCC3COC)cc2)CC1 (configuration not stated)	7%
Nc1c(C(=O)O)ccc2c1C(=O)c1ccccc1C2=O	-4%

Going on with the list:
SMILES	MBNL1 CUG block	FLuc counter	p53 reactivator	uPA surface inh	MLL CXXC-DNA inh	VP16 counter	ELG1 genotoxic	NPC1 prom act	BRCA1 expr up	RORgamma inh	Rab9 promoter act
CCN(CC(=O)Nc1ccc(Br)cc1F)CC(=O)NC1CCS(=O)(=O)C1 (configuration not stated)	x	x	-3%	-2%	x	x	3%	1%	-5%	x	1%
Cn1nnnc1Sc1ncnc2scc(-c3ccc(C(F)(F)F)cc3)c12	x	0%	-33%[inhibitor]	u	x	x	-14%	-3%	-95%[inhibitor]	x	2%
CCCCCOc1ccc(OC(=O)c2ccncc2)cc1	9%	u	-4%	-2%	10%	0%	16%	u	8%	-30%	14%
NC(=O)Cc1ccc(C(=O)c2ccc(F)cc2)s1	15%	-13%	5%	-1%	28%	9%	6%	9%	40%	13%	4%
CN(C)CCCOc1ccc(Cl)cc1Br	15%	-2%	-6%	-2%	2%	2%	-1%	1%	-14%	-4%	2%
CCSc1nnc(-c2ccccc2SC)o1	42%[activator]	u	12%	0%	1%	5%	-6%	-1%	-3%	2%	2%
Cc1ccc(NC(=O)CSc2nc(=O)n(CCCN3CCOCC3)c3c2CCCC3)cc1F	x	1%	-4%	-5%	x	x	-1%	-4%	-14%	x	-10%
CCOC(=O)Cc1csc(NC(=O)Nc2ccc(OC(F)(F)F)cc2)n1	x	2.4µM*	2%	-21%	-6%	-11%	-7%	-1%	-18%	34%	-13%
Cc1ccc(C(=O)NCC(=O)OCCCOC(=O)CNC(=O)c2ccc(C)c(C)c2)cc1C	x	u	5%	2%	x	x	-3%	0%	-13%	x	-3%
O=C(N/N=C\c1cccc(Cl)c1)c1ccc(Cn2cccn2)o1	33%[activator]	12µM*	12%	-4%	0%	12%	1%	-3%	-3%	37%	-2%
COc1ccc(C(=O)NCC(=O)N/N=C/c2ccco2)cc1OC	u	-2%	-2%	7%	-1%	9%	-1%	-1%	-9%	3%	-4%
COc1ccc(CSc2nncn2C)cc1F	-1%	-2%	1%	8%	-2%	-18%	3%	-4%	26%	8%	-2%
